Screening data from PubChem.
Granule exo inh – LAMP-1 surface exposure blockers, TALL-104 cells – cell-based, flow cytometry, MLPCN library, primary screen; inhibition, % at 10 µM; AID 651702, 2012; hit rate 0.66% among 360,000; TALL-104 LAMP-1 surface exposure; cells stimulated with thapsigargin and PMA;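 active = inhibition above about 55%, limit read from the data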
MC4R antagonist – MC4R antagonists of cAMP signaling, primary screen, cell-based, TR-FRET, antagonist arm of biased-ligand search. Melanocortin receptor 4 (Homo sapiens), P32245. MC4R-expressing cells, MTII-stimulated cAMP, LANCE TR-FRET. inhibition, % at 6.5 µM. hit rate 0.48% among 360,000;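 active = inhibition above its plate's cutoff, the mean of tested wells on that plate plus 3 SD, cut at about 29% in these data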;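 note: 0% = Melanotan II alone and 100% = Melanotan II plus saturating MCL0020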
Target sequence (P32245 whole entry, looked up): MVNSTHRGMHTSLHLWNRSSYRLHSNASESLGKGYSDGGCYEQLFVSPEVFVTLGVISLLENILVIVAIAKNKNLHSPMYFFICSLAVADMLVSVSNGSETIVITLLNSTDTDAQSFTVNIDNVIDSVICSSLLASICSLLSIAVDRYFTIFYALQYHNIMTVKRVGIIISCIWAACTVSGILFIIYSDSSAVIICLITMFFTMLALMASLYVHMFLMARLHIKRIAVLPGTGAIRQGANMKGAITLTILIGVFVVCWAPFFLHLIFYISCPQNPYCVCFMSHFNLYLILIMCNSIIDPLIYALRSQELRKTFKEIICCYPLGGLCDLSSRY
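Assay system: human MC4R-expressing U2OS cells; reagent: Melanotan II stimulation of cells; dosing: 6.5 µM single dose; timing: compound 30 min, challenge 1 h, detection 1 h; signal: TR-FRET cAMP assay; replicates: one well per compound, no replicates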
PDI inh – inhibitors of human PDI, primary screen, biochemical, turbidity, single point, plate reader; PDI insulin aggregation turbidity, A650, 90 min; hit rate 0.052% among 350,000; Protein disulfide-isomerase (Homo sapiens), P07237; AID 588391, 2011; inhibition, % at 10 µM;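 active = mean inhibition across replicates of 30% or more, whatever share of single replicates reach that level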;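 note: absorbance from insulin aggregation driven by PDI reduction with DTT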
Cardio protect – cardioprotection against H2O2-induced cell death, primary screen, uHTS, H9c2 cells, ATPLite luminescence; protection from H2O2 cell death, % at 20 µM; H9c2 cardiomyocytes, H2O2 injury protection, 2 h; hit rate 0.63% among 360,000;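 active = compounds giving at least 50% protection of heart cells from peroxide-induced death in the single-dose screen, raw or plate-pattern-corrected value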;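 note: 0% = DMSO wells with peroxide and 100% = DMSO wells without peroxide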
m5-HT2A agonist – mouse Htr2a agonists via beta-arrestin recruitment, primary screen, cell-based, luminescence. 5-hydroxytryptamine receptor 2A (Mus musculus), P35363. CHO-K1 mHTR2A beta-arrestin complementation; percent of 30 µM serotonin response. activation, % at 7.6 µM. hit rate 0.66% among 360,000. AID 624169, 2012;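 active = activation above a run cutoff, the mean activation of all tested compounds plus 3 SD, cut at about 14% in these data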;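 note: 0% = plate median of compound wells and 100% = 30 µM serotonin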
Target sequence (P35363 whole entry, looked up): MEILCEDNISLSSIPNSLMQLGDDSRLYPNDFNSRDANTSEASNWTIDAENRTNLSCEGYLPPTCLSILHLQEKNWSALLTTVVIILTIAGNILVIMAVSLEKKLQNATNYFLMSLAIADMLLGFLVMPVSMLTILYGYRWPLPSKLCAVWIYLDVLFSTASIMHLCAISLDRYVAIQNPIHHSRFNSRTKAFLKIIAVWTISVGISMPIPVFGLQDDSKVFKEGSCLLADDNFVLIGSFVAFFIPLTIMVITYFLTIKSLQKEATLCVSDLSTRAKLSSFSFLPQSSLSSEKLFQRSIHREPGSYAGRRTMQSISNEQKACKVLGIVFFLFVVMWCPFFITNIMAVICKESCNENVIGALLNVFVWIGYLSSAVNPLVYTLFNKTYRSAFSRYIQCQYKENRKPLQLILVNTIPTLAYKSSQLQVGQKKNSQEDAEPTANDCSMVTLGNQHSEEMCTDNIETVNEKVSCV
N-glyco inh – increase of ERlucT glycosylation luciferase signal, primary screen, N-linked glycosylation inhibitor project, D54 ERlucT cells, luminescence, set 2; reporter increase, % at 12.5 µM; D54 ERlucT glycosylation luciferase reporter, 24 h; percent of 100 nM tunicamycin response; hit rate 0.23% among 360,000;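 active = mean luciferase reporter signal, scaled so untreated is 0 and the glycosylation-blocking control 100, at or above a set limit in every replicate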;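 note: luciferase carries N-glycosylation sites so blocking glycosylation raises the light; 0% = median of neutral control wells and 100% = median of 100 nM tunicamycin wells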
ABHD5 PLIN5 PPI – ABHD5-PLIN5 interaction inhibitors, primary screen, cell lysate, split luciferase complementation, luminescence; Perilipin-5 (Homo sapiens) + 1-acylglycerol-3-phosphate O-acyltransferase ABHD5 (Homo …; hit rate 0.78% among 360,000; Split G. princeps luciferase complementation, 4 h; AID 602281, 2012; inhibition, % at 4 µM;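 active = inhibition above the mean inhibition across every tested compound plus 3 SD, cut at about 22% in these data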;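 note: 0% = DMSO only wells and the 100% control is not disclosed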
CaV13 ICDI inh – Primary screen for inhibitors of IQ motif and Ca2+-dependent inactivation inhibitor domain binding in CACNA1D, Förster resonance energy transfer in living cells, …; HEK cells, CFP/YFP FRET ICDI-IQ, plate reader, 10 min; percent FRET-ratio fall versus neutral wells; inhibition, % at 12.3 µM; hit rate 0.098% among 340,000; AID 743397;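 active = mean replicate inhibition of at least 30% and at least 1% of replicates passing that level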;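 note: 0% = median of the neutral control wells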
MC4R barr agon – MC4R agonists recruiting beta-arrestin, primary screen, cell-based, luminescence, agonist arm of biased-ligand search. U2OS MC4R beta-arrestin complementation; percent of melanotan II response, DMSO zero. hit rate 0.98% among 360,000. activation, % at 8.9 µM. Melanocortin receptor 4 (Homo sapiens), P32245. AID 540308, 2011;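 active = activation above a per-plate cutoff, the mean activation of sample wells on that plate plus 3 SD, cut at about 8% in these data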
ABCB6 inh MLPCN – ABCB6 transporter inhibitors, primary screen, K562-ABCB6 cells, flow cytometry, MLPCN library; ATP-binding cassette sub-family B member 6 (Homo sapiens), Q9NP58; K562-ABCB6 porphyrin accumulation, 1 h; hits give low values; fluorescence ratio to DMSO, % at 10 µM; hit rate 0.19% among 360,000;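 active = fluorescence ratio to DMSO below 75%, the collection mean minus 3 SD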;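 note: signal is porphyrin accumulated inside mitochondria; 100% equals median channel fluorescence of DMSO control wells; lower ratio means ABCB6 inhibition with less porphyrin fluorescence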
* marks the source's active call; other numbers are inactive results; x = no result given.

SMILES	Granule exo inh	MC4R antagonist	PDI inh	Cardio protect	m5-HT2A agonist	N-glyco inh	ABHD5 PLIN5 PPI	CaV13 ICDI inh	MC4R barr agon	ABCB6 inh MLPCN
O=C(CNC(=O)c1ccccc1Cl)Nc1ccncc1	-0.6	-0.6	-7.8	-3.2	8.9	1.4	-3.1	-4.5	-1.9	97.0
CC(=O)N1CCN(C(=O)c2ccc(S(=O)(=O)Nc3ccccc3F)cc2)CC1	-1.9	-10.8	10.3	16.6	1.9	3.1	-6.3	-5.7	-0.9	99.0
CCCCCCCNC(=O)C1(CC2CC(c3cccc(Br)c3)=NO2)CCN(C(=O)OC(C)(C)C)CC1 (centres undefined)	-4.6	6.4	-1.9	-0.3	-6.1	-5.1	5.2	-6.9	-0.9	97.0
Cc1cccc(-c2nc(CS(=O)CC(=O)NC3CCCC(C)C3C)c(C)o2)c1 (centres undefined)	8.1	4.2	x	9.5	1.3	-3.4	7.7	-3.1	-0.4	97.0
CCn1c(=N)n(CC(=O)C(C)(C)C)c2ccccc21	-2.9	-6.1	-8.5	3.5	0.9	1.2	-3.3	-7.2	3.8	110.0
CCCCC(=O)Nc1ccc(NC(=S)NC(=O)CC(C)C)cc1OC	-4.9	6.7	0.5	-7.3	3.5	-0.9	-3.4	-4.2	-1.9	98.0
CCSc1nc2ccccc2n1CC(=O)O	-2.1	2.7	-4.1	-4.5	-0.8	1.4	0.6	-0.5	-2.8	94.0
O=C(COC(=O)C1CC(O)CN1S(=O)(=O)c1ccccc1[N+](=O)[O-])c1ccc[nH]1 (centres undefined)	0.1	8.1	7.1	-2.2	6.4	1.0	1.1	-17.7	-0.2	101.0
O=C(NCC1CCN(C(=O)c2ccc([N+](=O)[O-])cc2)CC1)C(=O)Nc1ccccc1	4.4	-6.3	2.3	-11.2	6.5	-0.2	1.4	-1.1	-0.7	95.0
CCOC(=O)c1c(C)[nH]c(C(=O)NCCc2ccc(OC)c(OC)c2)c1C	0.2	23.5	4.5	0.2	-0.1	4.1	-1.8	-2.1	1.4	99.0
CC(C)(C)OC(=O)N[C@@H](COCc1ccccc1)C(=O)N[C@@H](CO)[C@H](O)[C@@H]1C[C@@H]1C(=O)NC1CC1	-3.7	-1.6	-2.6	0.6	2.6	6.0	6.2	-9.4	-0.3	97.0
O=C(Nc1ccnn1C1CCN(Cc2cccc(OCCO)c2)CC1)c1cccc(F)c1	-9.8	0.1	-1.3	-0.6	-0.8	-1.7	6.9	-11.0	-1.7	101.0
COCCOc1ccc(C(F)(F)F)cc1NC(=O)c1ccccc1F	0.9	9.9	0.9	-8.0	2.2	-1.2	-0.2	-4.1	-0.6	95.0
COc1ccc(/C(N)=N/OC(=O)Cc2ccccc2OC)cc1	1.0	8.1	-4.0	-4.5	-3.2	3.4	-7.0	-4.1	-5.0	98.0
Cc1cc(C)n(C(=O)CNC(=O)c2ccccc2F)n1	-2.8	5.0	1.0	-1.3	7.3	2.0	-3.6	-7.0	-2.1	99.0
O=C1NC(=O)C2C1C(c1cccs1)NN2Cc1ccccc1 (centres undefined)	2.7	3.7	-0.7	-0.5	-1.6	-0.9	-9.3	-3.1	-2.0	96.0
O=C(COc1ncnc2scc(-c3ccc(F)cc3)c12)NCc1ccco1	1.1	-2.9	8.4	1.7	10.2	0.1	9.8	x	-2.9	111.0
O=C(NCc1cccnc1)c1csc2c1CCCC2	-3.5	6.9	-5.5	-2.9	3.3	1.0	7.6	-2.6	-0.4	102.0
O=C1NC(c2ccccc2)C(c2ccccc2)N1 (centres undefined)	-1.3	-5.4	2.4	-3.6	-3.4	0.5	3.5	-12.4	0.0	95.0
COc1ccc(C2N(C(=O)c3ccccc3)CCN2C(=O)c2ccc(C)cc2)cc1 (centres undefined)	-1.6	5.9	-0.6	-7.2	-0.2	-0.7	3.2	-7.5	-1.0	96.0
C/C(=N\NC(=O)c1c(C)nc2ccccn12)c1ccccc1F	-10.9	25.6	-51.1	2.3	9.0	1.2	2.7	-2.0	3.3	93.0
Cc1occc1C(=O)Nc1cccc([N+](=O)[O-])c1	-4.1	18.0	1.0	-0.6	-0.1	-2.3	9.5	-5.2	1.9	98.0
CN1C(=O)N(C)C2(c3ccccc3)N(C(C)(C)C)C(=O)NC12c1ccccc1 (centres undefined)	5.0	-0.7	-9.9	11.1	3.5	0.7	3.4	-2.5	-1.6	95.0
COc1ccccc1N1CCN(Cc2cc(=O)c(OCC#N)co2)CC1	-2.4	14.0	-4.7	2.2	-0.6	1.0	-0.5	-5.3	-3.7	101.0
COc1ccccc1-c1nn2c(=O)cc(C)nc2s1	8.7	2.2	1.2	0.6	-0.3	-0.3	3.8	-4.3	-1.8	99.0

(next part)
SMILES	Granule exo inh	MC4R antagonist	PDI inh	Cardio protect	m5-HT2A agonist	N-glyco inh	ABHD5 PLIN5 PPI	CaV13 ICDI inh	MC4R barr agon	ABCB6 inh MLPCN
O=C(N/N=C/c1ccc[nH]1)c1ccc(Cl)cc1	-5.8	-2.2	-0.3	0.0	1.9	0.6	3.5	x	0.3	107.0
COc1cc(-c2nc(-c3cccnc3)no2)cc(OC)c1OC	3.5	7.1	0.0	2.4	-2.3	6.2	-1.8	-2.2	-3.0	100.0
CCc1nc(C)cn1S(=O)(=O)c1ccc(Br)cc1	-6.5	8.4	-4.5	7.7	9.8	1.7	-4.8	-4.7	-2.4	104.0
O=C(CNCc1cccs1)Nc1ccc(S(=O)(=O)N2CCCCC2)cc1	5.3	16.3	0.8	-3.2	3.1	-2.8	-3.1	-18.5	5.5	86.0
CN1CCN(Cc2nc(Cc3ccccc3)no2)CC1c1ccccc1 (centres undefined)	7.6	14.6	-3.9	2.9	-4.0	-0.5	-5.7	-5.0	0.9	99.0
CCCCNC(=O)c1c(N)[nH]c(C(=O)c2ccccc2)c1-c1ccc(Cl)cc1	-0.3	x	x	x	-4.6	x	-14.7	-6.7	x	103.0
COc1ccc(CN(CC2CCCO2)S(=O)(=O)c2ccc(C(=O)O)cc2)cc1OC (centres undefined)	3.2	6.4	-1.9	0.5	4.0	-0.3	3.4	-5.8	-0.8	104.0
Cn1nccc1C(=O)OCC(=O)Nc1cccc(Cl)c1	4.9	5.3	4.1	0.4	-0.4	2.1	-2.9	-5.2	1.1	91.0
O=C(O)c1ccccc1C(=O)Nc1ccc(Oc2ccc3ccccc3c2)cc1	8.7	2.6	3.0	-3.0	-0.6	1.8	1.4	-5.4	-2.6	102.0
Cc1ccc(Oc2ccccc2)c(NC=O)c1	2.7	-3.5	-1.6	0.1	-4.6	-1.1	3.0	x	-0.6	97.0
Cc1ccc(-c2ccc(C#N)c(=O)n2CC(=O)N(C)C)cc1	-7.3	7.1	13.2	1.6	4.1	2.0	-1.2	-20.3	-0.3	101.0
CN1CCN(C(=S)c2cn(CCOc3ccccc3)c3ccccc23)CC1	-0.7	-2.1	-2.3	-4.4	-10.7	1.8	1.6	-3.9	-4.4	92.0
CC[C@@H]1C=C(C(=O)O)[C@H](c2cccc(C)c2)N1S(=O)(=O)c1ccc(C)cc1	-2.3	1.8	15.8	8.0	-1.2	1.1	-0.3	-5.7	-1.3	100.0
COc1cc2c(cc1OC)-c1cc(Nc3ccc(C)cc3)nc(=O)n1CC2	-3.4	-20.9	0.2	11.1	3.2	2.2	9.3	-3.4	-0.9	98.0
CC/C(=N/N=C(/CC)c1ccc(O)cc1)c1ccc(O)cc1	-1.7	0.2	4.8	-7.9	-3.8	0.7	-4.4	-6.3	-1.2	98.0
CCc1ccccc1N1CCN(S(=O)(=O)c2ccc(F)c(C)c2)CC1	1.3	-5.6	-10.2	-16.5	-4.0	-2.6	-11.1	-7.7	1.0	89.0
CCn1c(=O)n(CC)c2cc(NC(=O)C(C)c3ccccc3)c(Br)cc21 (centres undefined)	-1.8	11.0	1.0	-0.9	5.5	2.4	-9.1	-3.2	-0.2	94.0
O=S1(=O)C=C[C@@H](COCc2ccccc2)N1Cc1ccc(Br)cc1	0.2	x	x	-4.7	-0.5	1.3	2.3	-3.2	x	97.0
CCOc1ccc(NS(=O)(=O)c2ccc(Cl)c(C(=O)N(C)Cc3cccnc3)c2)cc1	2.4	1.5	6.0	-7.6	-4.2	2.1	-1.4	-2.4	1.0	98.0
O=C(CN1CCN(S(=O)(=O)/C=C/c2ccccc2)CC1)NCC(F)(F)F	-1.8	-3.1	-5.2	3.0	-2.5	0.4	3.0	-2.5	-1.2	101.0
COC(=O)c1c(C)[nH]c(C(=O)C(C)OC(=O)c2c(C)noc2C)c1C (centres undefined)	1.9	2.8	-1.6	1.3	-3.5	0.4	-7.5	-4.8	-1.0	93.0
CC(C)(C)C(=O)Cn1c(=N)n(Cc2ccccc2Cl)c2ccccc21	1.4	6.9	-3.6	-5.8	-8.8	-4.0	-12.0	-3.3	0.9	84.0
Cc1ccc(S(=O)(=O)N(C)C)cc1NC(=O)c1ccc2ccccc2n1	1.9	20.2	-30.8	1.3	-4.3	-2.9	-0.6	-5.6	-1.3	98.0
CC(C)c1ccc(N(CCc2ccccn2)C(=O)C(C)(C)C)cc1	-3.3	-3.6	0.8	1.6	7.2	-2.2	5.3	-3.9	7.9	101.0
CC1CCN(C(=O)CN2C(=O)NC3(CCCCCC3)C2=O)CC1	8.0	2.7	-18.1	9.2	-6.5	-0.7	-11.2	-2.7	-2.8	99.0
O=C(CSc1nnc(-c2ccc(Cl)cc2)n1Cc1ccco1)Nc1ccc2c(c1)OCCO2	1.4	6.8	2.5	-2.0	-4.1	-2.3	7.4	-3.3	-0.6	95.0
C=CCNC(=O)c1ccc(-c2nc(-c3ccc(Cl)c(Cl)c3)cs2)cc1	4.3	7.1	5.7	-3.4	2.5	-2.3	5.5	-5.9	2.0	97.0
Cc1c(C(=O)OC(C)CCN(C)C)oc2ccccc12 (centres undefined)	0.9	1.9	-2.6	4.2	-8.4	-0.5	6.1	-5.5	0.2	92.0
CC(C(=O)NCc1ccccc1)N1C(=O)CN(C)C(=O)c2ccccc21 (centres undefined)	3.8	-1.7	8.6	-3.8	1.5	-2.1	-2.1	-2.4	2.0	92.0
CCc1cccc(C)c1NC(=O)C1=C(C(=O)O)CCCC1	-0.1	3.5	8.2	4.4	0.4	1.6	-5.7	-4.6	-1.3	97.0
